# Smad3 inh: inhibitors of human Smad3 transcription factor binding; inhibition, % at 25 µM; AID 630; TR-FRET Smad3/Dy647-FoxH1 peptide binding, europium anti-His; actives 0.29% (n = 88,000);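 active means compounds that reduce the energy-transfer binding signal between the protein and its labelled peptide by more than half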;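 further: 0% = Smad3 plus labelled peptide maximal FRET and 100% = peptide-only background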
# Fibroblast inh: blocks proliferation of human lung fibroblasts | viability, % at 10 µM | LL 47 human lung fibroblast viability, ATP luminescence; active compounds read low | actives 1.1% (n = 85,000);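 active means viability at or below 50% in the single dose screen; inactive means viability above 50%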;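 further: compound exposure lasted 72 h before the ATP readout; 100% = median luminescence of untreated cell-only wells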
#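 Test system: LL 47 human lung fibroblasts; Quantity: 1,150 cells/well; Buffer or medium: IMEM plus 15% FBS; Dosing: tenfold compound dosing solution, DMSO at 0.1%; Timing: overnight cell rest, 72 h compound treatment at 37 °C; Detection: ATP-based CellTiter-Glo luminescent readout; Read-out basis: viability percentage against median untreated-cell control; Controls: cell-only wells, no compound.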
# ERa coact inh: blocks coactivator binding to human estrogen receptor alpha. TR-FRET ER-alpha LBD / SRC-1 peptide, estradiol-bound. actives 1.7% (n = 86,000). inhibition, % at 25.6 µM. AID 629. P03372; in the data active means inhibition above about 50%;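 further: 0% = receptor plus peptide control and 100% = peptide only without receptor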
# H69AR inhibit: blocks growth of human H69AR lung tumor cells; viability, % at 10 µM; H69AR lung tumor viability, ATP luminescence, 72 h; active compounds read low; AID 598; actives 6% (n = 85,000);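 active means viability at or below 40%; inactive means viability above 40%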;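 further: multidrug resistant small cell line overexpressing MRP-1 efflux transporter; 100% = mean luminescence of untreated control wells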
# HUVEC prolif 384: blocks proliferation of human endothelial cells; AID 648; HUVEC proliferation, CellTiter-Glo luminescence, 72 h; active compounds read low; viability, % at 10 µM (by protocol); actives 1.1% (n = 86,000);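 active means viability at or below 30%; inactive means viability above 30%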;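 further: 100% = median luminescence of DMSO-only cell control wells on each plate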
# sEH act: activators of human soluble epoxide hydrolase; P34913; purified human sEH enzymatic activity, activator screen; activation, % at 2 µM; actives 0.04% (n = 91,000); AID 717; in the data active means activation above about 37%; further: values of inactives mirror those of a sister screen read the other way
# Target sequence (P34913 whole entry, looked up): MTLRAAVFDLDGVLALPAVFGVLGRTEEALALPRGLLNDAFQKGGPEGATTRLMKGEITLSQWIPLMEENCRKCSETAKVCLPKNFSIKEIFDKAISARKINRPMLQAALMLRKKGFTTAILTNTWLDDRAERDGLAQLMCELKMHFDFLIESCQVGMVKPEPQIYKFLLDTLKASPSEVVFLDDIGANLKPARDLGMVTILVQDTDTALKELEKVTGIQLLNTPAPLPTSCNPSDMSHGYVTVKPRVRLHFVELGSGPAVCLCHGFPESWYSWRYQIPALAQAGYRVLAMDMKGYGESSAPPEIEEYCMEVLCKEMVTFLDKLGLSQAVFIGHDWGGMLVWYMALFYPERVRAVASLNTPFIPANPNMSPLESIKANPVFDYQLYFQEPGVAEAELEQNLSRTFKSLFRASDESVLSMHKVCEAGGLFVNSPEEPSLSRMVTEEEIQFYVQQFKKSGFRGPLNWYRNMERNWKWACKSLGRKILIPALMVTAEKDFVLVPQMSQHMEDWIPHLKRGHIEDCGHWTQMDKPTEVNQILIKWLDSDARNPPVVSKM
# ERb SRC1 inh: blocks coactivator binding to human estrogen receptor beta | Q92731 | TR-FRET ER-beta LBD / SRC1-Cy5 peptide binding; receptor agonist-loaded with 1 µM estradiol | inhibition, % at 25.6 µM | actives 1.3% (n = 86,000);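 active means compounds whose percent inhibition of the receptor-coactivator binding signal exceeds about 50% in the single-dose screen, limit read from the data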;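 further: 0% = receptor plus peptide wells without compound and 100% = peptide-only wells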
# Target sequence (Q92731 whole entry, looked up, the tested form may be a part): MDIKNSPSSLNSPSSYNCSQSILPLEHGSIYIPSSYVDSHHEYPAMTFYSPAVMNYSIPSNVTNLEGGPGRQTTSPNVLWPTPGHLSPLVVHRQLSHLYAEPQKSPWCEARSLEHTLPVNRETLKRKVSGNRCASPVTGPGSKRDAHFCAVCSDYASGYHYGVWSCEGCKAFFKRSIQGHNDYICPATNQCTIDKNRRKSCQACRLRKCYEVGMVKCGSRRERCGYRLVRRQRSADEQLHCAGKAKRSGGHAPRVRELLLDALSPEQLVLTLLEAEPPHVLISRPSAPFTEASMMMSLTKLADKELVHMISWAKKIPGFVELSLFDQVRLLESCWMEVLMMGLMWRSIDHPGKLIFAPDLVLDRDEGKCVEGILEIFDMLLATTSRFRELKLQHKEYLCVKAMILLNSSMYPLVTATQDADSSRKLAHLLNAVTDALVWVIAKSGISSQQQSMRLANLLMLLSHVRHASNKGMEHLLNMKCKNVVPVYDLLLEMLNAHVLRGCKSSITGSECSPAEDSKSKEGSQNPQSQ
# ERa SRC1 pot: enhances coactivator binding to human estrogen receptor alpha; P03372; TR-FRET ERalpha-LBD/SRC-Cy5 coactivator binding, 2 h; 100 = basal binding, no effect; coactivator binding (% of control), % at 25.6 µM; actives 1.3% (n = 86,000); in the data active means activity above about 200%;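 further: binding measured in presence of low estradiol as agonist stimulus; 0% = peptide alone without receptor and 100% = receptor with peptide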
# Calb biofilm kill: kills Candida albicans biofilms; actives 0.14% (n = 85,000); inhibition, % at 6 µM; C. albicans biofilm + clotrimazole, Alamar Blue;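 active means inhibition above 20%; inactive means inhibition below 20%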;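 further: preformed 24 hr biofilms exposed to compound for 48 hr; 0% = biofilm without compound and 100% = blank killed by clotrimazole plus chlorhexidine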
# * marks the source's active call; other numbers are inactive results; nt = no result given; [ ] = remark or other dose.
nr	SMILES	Smad3 inh	Fibroblast inh	ERa coact inh	H69AR inhibit	HUVEC prolif 384	sEH act	ERb SRC1 inh	ERa SRC1 pot	Calb biofilm kill
1	CCOc1ccccc1N1CCN(C/C=C/c2ccc(N(C)C)cc2)CC1	7	95	17[fluorescence artefact?]	77	92	2	-10[fluorescence artefact?]	74[fluorescence artefact?]	-1
2	COCCCNc1nc(SCc2ccccc2)nc2sc3c(c12)CCC3	-4	91	0	73	86	-16	1	100	0
3	COc1ccc(N2CCN(S(=O)(=O)c3ccc(C(=O)NC4CCCC4)cc3)CC2)cc1	-8	95	0	76	91	-10	2	103	6
4	COc1cccc(N2CCN(c3ncnc4c3cnn4-c3ccc(C)cc3C)CC2)c1	1	33*	-4	56	2.2*	9	-12	120	14
5	COCCn1c(C)cc(C(=O)CN2C(=O)NC3(CCCCCCC3)C2=O)c1C	10	nt	-1	73	103	nt	11	172	12
6	CCOC(=O)c1sc2c(c1C)C(c1cccs1)C1=C(CCCC1=O)N2 (stereo not drawn)	4	100	3	79	81	4	3	99	7
7	CC1CCCC(C)N1CCCNC(=O)c1cc2c(=O)n(C)c3ccccc3c2n1C (stereo not drawn)	8	84	41[fluorescence artefact?]	69	76	nt	2	74[fluorescence artefact?]	4
8	COc1cc(C)c(S(=O)(=O)NC2CC(C)(C)NC(C)(C)C2)cc1C	0	117	-2	95	98	13	-5	103[fluorescence artefact?]	-4
9	COc1ccc(C)cc1S(=O)(=O)N(C)CC(N)=O	-3	103	2	88	107	10	-6	108	5
10	CSc1cccc(NC(=O)c2ccc(Cl)nc2)c1	10	96	4	79	76	-9	-3	64[fluorescence artefact?]	0
11	Cc1cc(NC(=O)Cc2cccs2)nn1CC(=O)NCc1ccco1	1	100	6	85	97	-7	17	106[fluorescence artefact?]	5
12	COC(=O)c1cc(CN2CCN(c3ccccc3C)CC2)ccc1O	5	99	-4	101	111	-20	-7	103	1
13	COc1ccccc1N1CCN(C(=O)c2cnn3cccnc23)CC1	3	95	-1	80	101	-2	0	126	4
14	CC(=O)Nc1nc(C)nc(-c2ccccc2)c1C(C)=O	-3	96	-8	103	105	16	-1	115	4
15	CCOC(=O)c1sc(NC(=O)CSc2nccc(C)n2)c(C#N)c1C	5	95	2	7.2*	89	2	4	122	0
16	Cc1ccc(NC(=O)CSCC(=O)O)c(C)c1	5	104	-2	98	101	1	-3	110	3
17	CCn1c(SCC(=O)c2ccccc2)nc2c(c1=O)SC(C)C2 (stereo not drawn)	4	102	0	71	95	nt	-9	85	2
18	COCCN1C(=O)c2ccccc2C(C(=O)N2CCN(c3ccccn3)CC2)C1c1ccc(F)cc1 (stereo not drawn)	4	100	3[fluorescence artefact?]	80	106	-14	-4[fluorescence artefact?]	115	6
19	O=C1CCCN1CCC1CCN(C(=S)Nc2ccc(F)cc2)CC1	5	106	5[fluorescence artefact?]	83	96	-2	-2	101	4
20	Cc1nc2ccccn2c1C(=O)N/N=C/c1cc(C)n(-c2ccc(Cl)cc2)c1C	-5	91	-3[fluorescence artefact?]	80	88	3	-7	83[fluorescence artefact?]	9

# Structural class: the entries above with two or more sulfur atoms
nr	SMILES	Smad3 inh	Fibroblast inh	ERa coact inh	H69AR inhibit	HUVEC prolif 384	sEH act	ERb SRC1 inh	ERa SRC1 pot	Calb biofilm kill
2	COCCCNc1nc(SCc2ccccc2)nc2sc3c(c12)CCC3	-4	91	0	73	86	-16	1	100	0
6	CCOC(=O)c1sc2c(c1C)C(c1cccs1)C1=C(CCCC1=O)N2 (stereo not drawn)	4	100	3	79	81	4	3	99	7
15	CCOC(=O)c1sc(NC(=O)CSc2nccc(C)n2)c(C#N)c1C	5	95	2	7.2*	89	2	4	122	0
17	CCn1c(SCC(=O)c2ccccc2)nc2c(c1=O)SC(C)C2 (stereo not drawn)	4	102	0	71	95	nt	-9	85	2

# Additional entries
nr	SMILES	Smad3 inh	Fibroblast inh	ERa coact inh	H69AR inhibit	HUVEC prolif 384	sEH act	ERb SRC1 inh	ERa SRC1 pot	Calb biofilm kill
21	COc1cccc2cc(C(=O)N(C)C3CCN(C)CC3)c(=O)oc12	12	97	-2	92	103	4	2	123	2
22	O=C(CSCC(=O)N1CCN(c2ccccc2)CC1)Nc1nc(-c2ccc(Cl)s2)cs1	9	99	-6	76	98	15	7	137	3
23	COc1ccc(/C=N/n2c(SC)nnc(C(C)(C)C)c2=O)cc1	5	99	1	96	92	-8	-7	112	7
24	O=C(Cn1nnc(-c2ccc(Cl)cc2)n1)NC1CCN(Cc2ccccc2)CC1	-2	100	-1[fluorescence artefact?]	101	69	-6	-6[fluorescence artefact?]	109	5
25	COCCOC(=O)C1=C(N)OC2=C(C(=O)CCC2)C1c1cccnc1 (stereo not drawn)	7	97	-17	89	98	nt	-22	103	6
26	O=C(CN1C(=O)c2ccccc2C1=O)NCc1ccccn1	6	93	-2	86	93	nt	-7	116	4
27	Cc1ccc(N=Cc2cc(C)n(C3CCCC3)c2C)cc1	-13	95	-7	89	82	-5	-12	92	2
28	Cc1cc(C(=O)OCC(=O)N2CC(C)CC(C)C2)c(C)o1 (stereo not drawn)	29[fluorescence artefact?]	97	-7	75	89	11	-8	93	5
29	COc1cccc(NC(=O)c2ccncc2)c1	-4	109	7[fluorescence artefact?]	100	94	0	13[fluorescence artefact?]	103	5
30	COc1cc(-c2cn(S(=O)(=O)c3cccc4nsnc34)nc2N)cc(OC)c1OC	-2	89	-4	82	78	-1	11	108	-3

# Only Calb biofilm kill, for 2 of the compounds above:
entry	Compound	Calb biofilm kill
13	COc1ccccc1N1CCN(C(=O)c2cnn3cccnc23)CC1	4
14	CC(=O)Nc1nc(C)nc(-c2ccccc2)c1C(C)=O	4

# (more compounds)
nr	SMILES	Smad3 inh	Fibroblast inh	ERa coact inh	H69AR inhibit	HUVEC prolif 384	sEH act	ERb SRC1 inh	ERa SRC1 pot	Calb biofilm kill
31	CCOC(=O)Cc1csc(NC(=O)CN(C)S(=O)(=O)c2ccc3c(c2)CCC(=O)N3)n1	-6	104	8	94	101	nt	16	104	12
32	COc1ccccc1CN1C(=O)c2ccncc2C1=O	6	112	-19	105	89	3	71*[fluorescence artefact?]	98	7
33	Cc1c(C(=O)C(C)C)n(C)c2ccccc12	0	103	-5	93	100	-2	-4	112	0
34	O=C(NCc1ccc2c(c1)OCO2)c1c(F)c(F)c(F)c(F)c1F	-1	90	-21	110	91	-5	-25[fluorescence artefact?]	97	8
35	O=C(NCCc1ccccc1)c1ccc(Br)o1	10	97	-4	101	102	-2	0	109	4
36	N/C(Cc1ccc(Cl)cc1)=N\OC(=O)c1ccc2ccccc2c1	17	83	0	3.2*	5.6*	8	3	126	8
37	Cc1ccc(OCc2nc(-c3ccccc3)no2)c(C)c1	10	111	-5	96	123	-8	-5	97[fluorescence artefact?]	2
38	COc1ccc(Nc2oc(COc3ccccc3F)nc2C#N)cc1	2	93	8[fluorescence artefact?]	5.4*	87	7	4[fluorescence artefact?]	103[fluorescence artefact?]	-2
39	Oc1ccc(-c2nc(=S)[nH][nH]2)cc1	-1	95	-3	104	89	-2	5	108	5
40	CCOC(=O)c1cc2occc2n1CC(=O)N1CCN(C(=O)c2ccco2)CC1	5	98	2	83	98	nt	-2	115	4
41	CCC1OC23CCCCC2C(C#N)(C(=N)O3)C1(C#N)C#N (stereo not drawn)	0	64	-10	49	82	5	6	99	2
42	Cn1c(SCC(=O)N2CCOCC2)nnc1-c1ccc(Cl)cc1Cl	4	96	-13	96	94	nt	-5	114	7
43	COC(=O)/C=c1/sc2nc3ccccc3n2c1=O	10[fluorescence artefact?]	94	4[fluorescence artefact?]	70	86	-1	-4[fluorescence artefact?]	160	1
44	O=S(=O)(NCc1ccccc1)c1ccc(Cl)c(S(=O)(=O)NCc2ccccc2)c1	12	94	-5	91	96	8	-11	87	3
45	O=C(Nc1nnc(-c2ccc(Cl)cc2)o1)c1nc2ccccc2s1	-8	95	10	17*	38	-15	-4[fluorescence artefact?]	87[fluorescence artefact?]	10
46	O=C(c1cc2nc(-c3ccco3)cc(C(F)(F)F)n2n1)N1CCc2ccccc2C1	0	99	-2	85	89	17	8	127	6
47	CCOC(=O)CCSCC(=O)Nc1cc(C)on1	0	93	-1	96	96	-6	-9	112	-2
48	CCOC(=O)c1nn(-c2ccc(C)cc2)c(=O)c2c(N)scc12	6	88	16	87	76	3	-4[fluorescence artefact?]	94	2
49	CCCCCNC(=O)C(C#N)c1nc2ccccc2nc1N1CC(C)OC(C)C1 (stereo not drawn)	3	96	-30	91	90	-10	-19	113	4
50	COc1ccc(C2N=C(N)N=C(N)N2c2ccc(C)cc2)cc1 (stereo not drawn)	-7	92	-15	88	97	1	-4	104	0
51	CCOC(=O)c1cc(-c2ccc(OC)cc2F)nc2c1c(C)nn2CCC#N	-7	106	1	73	98	nt	-1	103	6
52	COc1ccc(OC)c(N(CC(=O)NCc2cccnc2)S(C)(=O)=O)c1	7	82	-1	94	81	-6	-1	111	-8
53	COC(=O)c1c(S(=O)(=O)NCc2ccccc2)sc(C(=O)O)c1C	-8	95	0	101	91	-17	-2	90	1
54	COc1ccc(NC(=O)CCN2CCCCC2)cc1	-22	104	19	96	105	-11	31	98	0
55	O=C(CN(C1CC1)S(=O)(=O)c1ccc(S(=O)(=O)NC2CCCCC2)cc1)Nc1ccccc1	-17	90	-7	58	83	5	6	114	2
56	COc1cc(NC(=O)Nc2cccc(C(C)=O)c2)cc(OC)c1OC	7	93	-22	68	70	7	-9	77	3
57	O=C(COc1cccc(NC(=O)c2ccco2)c1)c1ccccc1	-12	109	3	80	80	-18	-10	102	7
58	CC(=O)N1CCN(C2c3cccc4cccc(c34)C2NS(=O)(=O)c2ccccc2)CC1 (stereo not drawn)	-2	94	-5	77	88	-8	-16	118	-8
59	CC(C)OC(=O)CSc1nc(N)c(C#N)c(-c2cccs2)c1C#N	4	96	15	83	73	-8	22[fluorescence artefact?]	114	9

# Reformatted with each value named: part of the list above.
(58) CC(=O)N1CCN(C2c3cccc4cccc(c34)C2NS(=O)(=O)c2ccccc2)CC1 (stereo not drawn)
  Smad3 inh: -2	Fibroblast inh: 94	ERa coact inh: -5	H69AR inhibit: 77	HUVEC prolif 384: 88	sEH act: -8	ERb SRC1 inh: -16	ERa SRC1 pot: 118	Calb biofilm kill: -8

(59) CC(C)OC(=O)CSc1nc(N)c(C#N)c(-c2cccs2)c1C#N
  Smad3 inh: 4	Fibroblast inh: 96	ERa coact inh: 15	H69AR inhibit: 83	HUVEC prolif 384: 73	sEH act: -8	ERb SRC1 inh: 22[fluorescence artefact?]	ERa SRC1 pot: 114	Calb biofilm kill: 9

(54) COc1ccc(NC(=O)CCN2CCCCC2)cc1
  Smad3 inh: -22	Fibroblast inh: 104	ERa coact inh: 19	H69AR inhibit: 96	HUVEC prolif 384: 105	sEH act: -11	ERb SRC1 inh: 31	ERa SRC1 pot: 98	Calb biofilm kill: 0

(53) COC(=O)c1c(S(=O)(=O)NCc2ccccc2)sc(C(=O)O)c1C
  Smad3 inh: -8	Fibroblast inh: 95	ERa coact inh: 0	H69AR inhibit: 101	HUVEC prolif 384: 91	sEH act: -17	ERb SRC1 inh: -2	ERa SRC1 pot: 90	Calb biofilm kill: 1

# These rows are one share of the data; rates above refer to the full screens.
